Screening data from PubChem BioAssay.
eIF4E 4G PPI: inhibitors of eIF4E and eIF4G interaction in translation initiation. P63073+Q04637. TR-FRET eIF4E-eIF4GI(517-606) binding, 2 h. inhibition, % at 21.7 µM. hit rate 0.37% among 220,000;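 also: 0% = full FRET control wells and 100% = background wells lacking eIF4GI fragment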
EBV gp42 inh: blocks Epstein-Barr virus glycoprotein 42 binding; inhibition, % (tested at 21.74 µM); Fluorescence polarization binding assay, mP read-out; AID 1085; Q1HVG2; hit rate 0.42% among 220,000; in the data active = inhibition above about 50%
Rad51 HR inh: Rad51 (human) homologous recombination inhibition | Q06609 | hRad51 DNA strand exchange, fluorescence dequenching | inhibition, % at 10 µM | hit rate 0.085% among 200,000;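 active = inhibition above 40% at the single screening dose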;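 also: 0% = DMSO control wells and 100% = blanks with heterologous ssDNA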
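Material: human Rad51–ssDNA filaments; Probe or stimulus: labelled 47-mer dsDNA for strand exchange; Doses: single 10 µM dose; Incubation: 37 °C 15-min filament assembly, 30-min compound preincubation, 15-min exchange; Technique: FRET fluorescence dequenching, excitation 485 nm, emission 520 nm; Measure: Fluorescence-based percent inhibition, control- and blank-normalised; Benchmarks: plate control and blank wells.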
Cl transport mod: modulates chloride dependent transport by human KCC2 | Q9H2X9 | B-score of Tl+ flux slope (higher = more flux/activation; lower = inhibition) at 10 µM | AID 1456 | KCC2 cells, thallium flux FluoZin-2 fluorescence | hit rate 2.2% among 190,000;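 active = thallium flux slope and its plate-corrected score both differing from the plate sample mean at a set confidence after two filtering rounds, in either direction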;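 also: slope of fluorescence scaled to starting intensity during 10 to 20 s after thallium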
Target sequence (Q9H2X9 whole entry, looked up): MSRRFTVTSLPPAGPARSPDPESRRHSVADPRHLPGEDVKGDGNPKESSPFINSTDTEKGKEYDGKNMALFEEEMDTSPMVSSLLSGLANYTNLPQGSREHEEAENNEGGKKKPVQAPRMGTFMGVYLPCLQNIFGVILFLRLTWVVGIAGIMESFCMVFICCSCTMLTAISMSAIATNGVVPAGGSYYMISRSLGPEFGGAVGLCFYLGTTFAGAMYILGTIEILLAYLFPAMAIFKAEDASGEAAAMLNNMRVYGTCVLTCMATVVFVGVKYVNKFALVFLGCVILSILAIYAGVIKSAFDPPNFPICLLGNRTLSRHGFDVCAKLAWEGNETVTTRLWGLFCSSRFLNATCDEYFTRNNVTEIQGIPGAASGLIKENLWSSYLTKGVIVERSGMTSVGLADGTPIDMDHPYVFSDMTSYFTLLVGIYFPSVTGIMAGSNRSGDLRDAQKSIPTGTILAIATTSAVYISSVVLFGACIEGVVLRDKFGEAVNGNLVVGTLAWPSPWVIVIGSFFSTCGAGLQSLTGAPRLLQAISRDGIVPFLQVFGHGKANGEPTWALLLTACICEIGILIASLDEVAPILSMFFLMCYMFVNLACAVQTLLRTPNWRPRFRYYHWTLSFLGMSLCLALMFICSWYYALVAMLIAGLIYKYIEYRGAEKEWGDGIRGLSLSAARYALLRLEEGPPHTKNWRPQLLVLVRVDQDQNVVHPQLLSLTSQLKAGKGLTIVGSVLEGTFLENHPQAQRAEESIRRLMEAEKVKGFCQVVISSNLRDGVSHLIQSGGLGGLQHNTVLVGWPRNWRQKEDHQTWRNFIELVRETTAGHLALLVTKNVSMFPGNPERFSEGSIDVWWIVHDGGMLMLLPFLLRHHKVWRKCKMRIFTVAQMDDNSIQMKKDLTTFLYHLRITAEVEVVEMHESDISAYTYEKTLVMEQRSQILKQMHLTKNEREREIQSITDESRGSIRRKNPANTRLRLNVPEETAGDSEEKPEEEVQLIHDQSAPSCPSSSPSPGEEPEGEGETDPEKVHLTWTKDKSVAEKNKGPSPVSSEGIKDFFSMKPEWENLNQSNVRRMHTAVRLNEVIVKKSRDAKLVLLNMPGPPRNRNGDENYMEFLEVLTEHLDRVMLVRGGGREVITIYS
Thrombin inh: inhibitors of human thrombin. AID 1046. hit rate 0.26% among 220,000. inhibition, % at 5 µM. P00734. alpha-thrombin, Boc-VPR-AMC fluorogenic substrate cleavage;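 active = inhibition at or above 40%; inactive = inhibition below 40%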;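 also: 0% = enzyme with no compound and 100% = wells without enzyme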
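System: human alpha-thrombin protein; Compound dosing: one concentration per compound, 5 µM, with 0.2% DMSO; Timing: reaction at room temperature; Technique: AMC fluorescence, 355/460 nm; Controls: enzyme without compound as high, wells lacking enzyme as low.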
hK5 inh: blocks human kallikrein 5 protease activity; Q9Y337; recombinant hK5, fluorogenic AMC substrate cleavage; inhibition, % at 5 µM; hit rate 0.59% among 210,000;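 active = inhibition of 40% or more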;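 also: 0% = enzyme controls without compound and 100% = no-enzyme blanks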
Furin inh: human furin inhibition. P09958. AID 463115. inhibition, % at 30 µM. hit rate 0.061% among 220,000. purified furin, fluorogenic substrate cleavage; in the data active = inhibition above about 25%; also: inactives centre near -15
14-3-3 Bad PPI: disrupts binding of bovine 14-3-3 zeta to phospho-Bad peptide; P63103; TR-FRET 14-3-3zeta/Dy647-pBad peptide displacement, 1 h; inhibition, % at 21.7 µM; hit rate 0.71% among 220,000;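 active = inhibition above about 70%, limit read from the data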;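 also: 0% = full 14-3-3 plus peptide FRET controls and 100% = background without 14-3-3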
NCF1 inh: inhibitors of human p47phox binding; P14598; p47phox/p22phox peptide binding, fluorescence polarization, 2 h; inhibition, % at 24.7 µM; hit rate 0.53% among 220,000; AID 1274;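 also: 0% = p47phox with labelled peptide and 100% = labelled peptide alone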
* = called active by the depositor; x = not tested or not shown; [ ] = dose if it differs, or a comment.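 The calls were made as follows, unless noted: active = inhibition above about 30% (limit read from the data); inactive = the rest.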

SMILES	eIF4E 4G PPI	EBV gp42 inh	Rad51 HR inh	Cl transport mod	Thrombin inh	hK5 inh	Furin inh	14-3-3 Bad PPI	NCF1 inh
O=C(O)CCNc1cc2ccccc2cc1C(=O)O	3[fluorescence artefact?]	-1	-1	5.6*	2	-9	-8	-10	-2
O=C(Nc1ccc(Cl)cc1)N1CCc2ccccc2C1	0	-8	-25	-2.1	1	-9	-20	8	-8
O=C(OCc1ccc(Cl)cc1)c1cccnc1Cl	-2	-10	-6	-0.81	-9	0	-36	-3	-2
NC(=O)COC(=O)CSc1cccc2cccc(Cl)c12	-2	-1	0	-1.8	-6	-1	-22	-4	-8
Cc1ccc(S(=O)(=O)CCC(=O)Nc2ccc3c(c2)OCO3)cc1	-9	-1	-8	x	-1	2	-18[20 µM]	1	-7
Cc1c(/C(O)=C2/C(=O)C(=O)N(Cc3cccnc3)C2c2cccs2)cnn1-c1ccccc1 (centres undefined)	11	-6	-1	-0.095	4	-11	-15[20 µM]	42	-4
Cc1onc(-c2ccccc2Cl)c1C(=O)Oc1cccc2cccnc12	0	6	16	-2.5	-1	0	-16	-15	-1
O=C(Nc1cc(C(F)(F)F)ccc1N1CCOCC1)c1cncc(Br)c1	5	-20	-27	0.49	4	-14	16	8	-14
Cc1ccc(C)c(N2CCN(C(=O)c3csc(C)c3C)CC2)c1	-1[fluorescence artefact?]	6	4	0.45	-6	-15	-7	-23	-2
COC(=O)c1ccccc1NC(=O)CSc1nnc(COc2cccc(OC)c2)n1C	-3	-6	4	0.0087	-1	0	2	16	-10
CCOc1ccc(CC(=O)Nc2nccs2)cc1OCC	-1	-2	4	-0.7	-12	0	-11	6	-8
CCOC(=O)Cn1c2ccccc2c2nc3ccccc3nc21	-3	-19	-3	x	-2	3	-11	-5[fluorescence artefact?]	0
CCCOc1ccc(Cl)cc1CNc1ccccc1	4	-17	x	0.97	-1	21	-22	3	3
COc1cc2ccccc2c2c1CCCC2=O	-1	-10	-3	-0.39	1	-9	-2[20 µM]	3	-2
COc1cc(C(=O)N/N=C/c2ccsc2C)cc(OC)c1OC	7	-11	7	0.4	2	-1	-5[20 µM]	-3	-7
Nc1nc(Nc2ccccc2)nc(NCc2ccco2)c1[N+](=O)[O-]	8[fluorescence artefact?]	9	17	-1.8	0	-12	0	-13[fluorescence artefact?]	-12
CCCCNC(=O)Cn1cnc2c(cnn2-c2ccc(C)c(C)c2)c1=O	4	-5	-7	x	-13	-26	-14	-3	-15
c1ccc(C2Nc3ccccc3Oc3ccccc32)cc1 (centres undefined)	1	0	-3	1.1	0	-13	3[20 µM]	-15	-11
CCc1cc2c(=O)[nH]c(N3CCCC3)nc2s1	7	-14	7	-0.76	-2	-13	-24	-1[fluorescence artefact?]	-14
O=C(NN1CCCCC1)c1cccc(COc2ccc(Cl)cc2)c1	4	-9	-2	-1.6	-7	-17	-24	-3	-10
CC(C)N(C1=N/C(=C\c2ccco2)C(=O)N1c1ccccc1)C(C)C	3	3	2	-0.48	-3	-6	-12[20 µM]	-5	-8
O=C(c1cc2ccccc2o1)N1CCN(S(=O)(=O)/C=C/c2ccccc2)CC1	-5	-10	24	0.52	6	-2	-28	-9	-3
CCn1c(CNC(=O)c2ccco2)nnc1SCC(=O)Nc1ccc(Br)cc1F	0[fluorescence artefact?]	-4	-6	1	-11	-9	-15[20 µM]	0	-12
CCOC(=O)N1CCN(C(=O)c2ccc3c(=O)n(CC4CCCO4)c(=S)[nH]c3c2)CC1 (centres undefined)	9	5	-1	1.2	-6	-11	-6[20 µM]	-8	-11
Nc1nonc1C(=O)NCCNc1ncccc1[N+](=O)[O-]	0	2	1	0.58	-9	-3	-11	-18	-7
CCN1CCCC1CNC(=S)Nc1ccc(C(C)=O)cc1 (centres undefined)	8	9	15	-0.024	-1	13	-4	62	7
Cc1cccn2c(=O)c3cc(C(=O)NCC4CCCO4)c(=N)n(CCN4CCOCC4)c3nc12 (centres undefined)	x	-21	x	0.71	-5	-29	-94[20 µM]	x	-7
Cc1ccc(-c2noc(CCC(=O)NCc3ccc4c(c3)OCO4)n2)cc1	2[fluorescence artefact?]	-18	5	0.85	-5	12	-20[20 µM]	1	-3
COc1ccc(C2=NN(c3nc(-c4ccccc4)c(CC(=O)O)s3)C(c3ccco3)C2)cc1 (centres undefined)	3	-21	-23	-2.4	-9	-22	2	-22	-134
COc1ccc(C(=O)c2ccc(CC#N)s2)cc1	5	-4	3	x	-15	-14	-25[20 µM]	-5	-10
O=C(CN1CCCCC1)Nc1cccc2c1OCO2	-3	9	2	0.13	-4	-4	-22[20 µM]	58	-5
CC(C)=CCN1CCN(Cc2cc(F)ccc2-n2nc(C)cc2C)CC1CCO (centres undefined)	-3	-11	5	0.69	-12	1	-17	-10	-3
Cc1ccccc1N1C(=O)c2ccccc2NC1c1ccncc1 (centres undefined)	-8	-20	5	0.98	3	-8	-23[20 µM]	-1	-14
O=C(c1ccco1)N(Cc1cccc([N+](=O)[O-])c1)c1ccc(Br)cc1	7	-1	x	-3	-3	x	-14	2	6
O=C(Nc1ccc(S(=O)(=O)NCc2ccccc2)cc1)c1ccccc1[N+](=O)[O-]	0	-1	-12	-6.6*	-6	1	-4	9[fluorescence artefact?]	1
COc1cc(CCC(=O)OCC(=O)NC(=O)c2ccc(Cl)cc2)cc(OC)c1OC	3	-24	-10	-1.4	-5	11	-9	-2	-12
COC(=O)c1cccc(NC(=O)CSc2nc(C)cc(=O)[nH]2)c1	-2	-12	-8	0.21	-7	-10	-9[20 µM]	-15	-10
CC(C)c1ccc2c(c1)[C@H]1OCC[C@H]1[C@@H](c1cccs1)N2	6	6	3	-3.6	-2	-13	-15	-8	2
CCCC1C(C#N)=C(N)Oc2cc(C)n(C)c(=O)c21 (centres undefined)	-3	-4	-11	x	-8	-3	-19	6	-10
COc1cccc(/C=N/NC(=O)CSc2nnc(C)n2-c2ccccc2)c1OC	-5	-3	-7	-0.51	-12	-13	-5	-1	-9

Some of the entries above, reformatted.
> Cc1cccn2c(=O)c3cc(C(=O)NCC4CCCO4)c(=N)n(CCN4CCOCC4)c3nc12 (centres undefined)
  eIF4E 4G PPI = x
  EBV gp42 inh = -21
  Rad51 HR inh = x
  Cl transport mod = 0.71
  Thrombin inh = -5
  hK5 inh = -29
  Furin inh = -94[20 µM]
  14-3-3 Bad PPI = x
  NCF1 inh = -7

> Cc1ccc(-c2noc(CCC(=O)NCc3ccc4c(c3)OCO4)n2)cc1
  eIF4E 4G PPI = 2[fluorescence artefact?]
  EBV gp42 inh = -18
  Rad51 HR inh = 5
  Cl transport mod = 0.85
  Thrombin inh = -5
  hK5 inh = 12
  Furin inh = -20[20 µM]
  14-3-3 Bad PPI = 1
  NCF1 inh = -3

Following part.
SMILES	eIF4E 4G PPI	EBV gp42 inh	Rad51 HR inh	Cl transport mod	Thrombin inh	hK5 inh	Furin inh	14-3-3 Bad PPI	NCF1 inh
CN(C(=O)CCN1C(=O)C2C3C=CC(C3)C2C1=O)c1ccccc1 (centres undefined)	0	7	x	1.8	-4	x	-15	2	7
O=Nc1ccc(O)c2ncccc12	0	-3	-4	0.33	-5	0	-19	-3	-8
Cc1ccc(S(=O)(=O)Nc2ccc(O)c(Sc3ncn[nH]3)c2)cc1	1	-4	0	-0.51	x	0	-4	-11	-10
CCOC(=O)c1ccc(Oc2nc(NC)nc(OC)n2)cc1	0	3	1	-4.2*	-7	-11	-13[20 µM]	-10	-2
COCCn1c(-c2ccc(F)cc2)nc2oc3cc(OC)ccc3c(=O)c2c1=O	10	1	x	-0.57	-3	-1	-11	29	-6
CC1CC(C)CN(C(=O)Nc2ccc(Br)cc2)C1 (centres undefined)	0	-15	-29	-1.2	-8	-5	-6	-2	-6
CC(=O)c1c(C(C)=O)c(C)n(NC(=O)c2ccccc2O)c1C	-1	-1	-4	-0.21	-5	-17	-15	-1	-4
Cc1nc(Cc2nnc(SCc3nc(N)nc(Nc4ccccc4C)n3)o2)cs1	0[fluorescence artefact?]	2	-3	-0.95	21	24	-18	-3	-5
CCN(CC)CCC(=O)NC(C)(C)Cc1ccc(O)cc1	-1[fluorescence artefact?]	-19	-6	x	4	-20	-16	-10	-5
CCOC(=O)CN1CC23C=CC(O2)C(C(=O)NC2CCCCCC2)C3C1=O (centres undefined)	-5	-4	-5	1.4	-1	-3	-7	0	-6
O=C(NC(Cc1c[nH]c2ccccc12)C(=O)NCc1ccc(F)cc1)OCc1ccccc1 (centres undefined)	1[fluorescence artefact?]	-6	4	0.41	-4	-17	-17	-32	-5
CCCCC(CC)CNC(=O)C(Cc1ccccc1)NS(=O)(=O)c1ccc2c(c1)CCC(=O)N2 (centres undefined)	2	5	4	0.62	1	-22	-20	5	-3
Cc1nnc2n(-c3ccccc3)c(=O)c3c4c(sc3n12)CC(C)CC4 (centres undefined)	6	-5	-2	x	1	-9	-13[20 µM]	-6	-3

Single records (already shown):
CCOC(=O)c1ccc(Oc2nc(NC)nc(OC)n2)cc1 is entered as eIF4E 4G PPI: 0; EBV gp42 inh: 3; Rad51 HR inh: 1; Cl transport mod: -4.2*; Thrombin inh: -7; hK5 inh: -11; Furin inh: -13[20 µM]; 14-3-3 Bad PPI: -10; NCF1 inh: -2
O=C(NC(Cc1c[nH]c2ccccc12)C(=O)NCc1ccc(F)cc1)OCc1ccccc1 (centres undefined) is entered as eIF4E 4G PPI: 1[fluorescence artefact?]; EBV gp42 inh: -6; Rad51 HR inh: 4; Cl transport mod: 0.41; Thrombin inh: -4; hK5 inh: -17; Furin inh: -17; 14-3-3 Bad PPI: -32; NCF1 inh: -5
CC(=O)c1c(C(C)=O)c(C)n(NC(=O)c2ccccc2O)c1C is entered as eIF4E 4G PPI: -1; EBV gp42 inh: -1; Rad51 HR inh: -4; Cl transport mod: -0.21; Thrombin inh: -5; hK5 inh: -17; Furin inh: -15; 14-3-3 Bad PPI: -1; NCF1 inh: -4
